Large T inhibition – SV40 large T antigen inhibitors, biochemical (AID 1903) | SV40 large T antigen ATPase/helicase inhibition assay; higher % means a stronger effect | inhibition, % at 20 µM; hits with a dose series show IC50 in µM | 310,000 compounds, 0.39% hits; in the data active = a potency from the dose series; also: strong numbers were not always called active
PhoP inhibition – inhibitors of PhoP regulon expression, primary screen, Salmonella Typhimurium, GFP reporter (AID 1863) | S. Typhimurium PhoP-regulated promoter GFP reporter, 4 h; higher % means a stronger effect | inhibition, % at 50 µM, or IC50 in µM where a hit was titrated | 300,000 compounds, 0.16% hits;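 active = inhibition over 29.93%, a cutoff 3 SD above the screen mean, later confirmed by dose response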;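 also: 0% = low Mg2+ inducing control and 100% = high Mg2+ repressing control; strong numbers were not always called active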
MgcRacGAP inhibition – MgcRacGAP GTPase-activating activity inhibitors, confirmation, biochemical, ADP Hunter fluorescence | Rac GTPase-activating protein 1 (Homo sapiens) | MgcRacGAP-stimulated Rac1 GTP hydrolysis, ADP Hunter fluorescence; higher % means a stronger effect; GST-tagged Rac1 F28L mutant substrate | inhibition, % at 30 µM; hits with a dose series show IC50 in µM | 340,000 compounds, 0.6% hits;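 active = first-screen hits whose inhibition reached a set limit at any dose in the follow-up dose series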;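 also: fluorescence reports GDP produced by GAP-driven GTP hydrolysis; strong numbers were not always called active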
WT yeast gro inh – growth inhibition of WT strain, primary screen, mitochondrial fusion inhibitor project, WT and mutant strains, chemical genetic. mitochondrial fusion phenotypic screen. inhibition, % at 10 µM. 190,000 compounds, 2.1% hits. AID 1362, 2008; in the data active = inhibition above about 58%; tested in S. cerevisiae
RSV antiviral HEp-2 – RSV antiviral activity via CPE protection, HEp-2 cells, primary 10 µM value included (AID 2391); HEp-2 cells, RSV-induced CPE inhibition; higher % means a stronger effect; CPE inhibition, % at 10 µM, or IC50 in µM where a hit was titrated; 310,000 compounds, 0.13% hits; in the data active = a potency from the dose series; also: strong numbers were not always called active
West Nile virus CPE – West Nile virus antiviral activity, cell-based, CPE readout (AID 1621). West Nile virus-infected cells, CPE inhibition; higher % means a stronger effect. one-dose CPE inhibition, % at 10 µM; IC50 in µM for titrated hits. 290,000 compounds, 0.02% hits; in the data active = a potency from the dose series; also: strong numbers were not always called active
b-catenin transl – modulators of beta-catenin nuclear translocation, primary screen, imaging, HeLa cells, immunofluorescence, high-content; nuclear translocation activity, % at 5 µM; 190,000 compounds, 0.3% hits; AID 1665, 2009;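 active = nuclear translocation activity above 50% at 5 µM, with a well cell count of 50 or more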;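 also: per-cell ratio of nuclear to cytoplasmic median beta-catenin stain intensity; plate controls were DMSO negative control for no effect and GSK-3 inhibitor IX positive control for full effect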
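System: HeLa cells, endogenous beta-catenin; compound dosing: 5 µM primary single dose, 0.1% DMSO, 0.02–20 µM confirmation series; incubation: 24 h compound exposure at 37°C, 5% CO2; signal: beta-catenin immunofluorescence imaging with DAPI; evaluation: % activation, nuclear-to-cytoplasmic median beta-catenin signal ratio per cell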
T cell modulator – modulators of CD8 T cell-vesicle binding, primary screen, mouse 2C CD8+ T cells, flow cytometry. 330,000 compounds, 0.068% hits. 2C CD8+ T cell-vesicle binding; hits give low values. AID 2052, 2009. calls only at 7 µM;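 active = response, share of CD8 T cells binding vesicles, and their 90th percentile fluorescence all below set limits, cut at about 80% in these data, passing the limit was not always enough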
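Read-out – percent CD8+ FL2 mean versus row control · System – murine 2C transgenic CD8+ T lymphocytes · Times – 1.5 h cell–vesicle binding at 37 °C, then 20 min icy labelling · Control set – naked vesicles low, QL9 vesicles with vehicle high · Detection – cytometric PE anti-B7-1 and Alexa647 anti-CD8 signals after 1% paraformaldehyde fixation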
Myeloid diff 2 – induction of myeloid progenitor differentiation, primary screen, cell-based, flow cytometry, MLPCN library | ER-HoxA9 myeloid progenitors, lysozyme-GFP differentiation | AID 624256, 2012 | calls only at 10 µM | 360,000 compounds, 1% hits;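 active = normalized GFP-positive differentiation at or above the plate's own cutoff, the solvent-only control mean plus 3 SD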;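 also: cells exposed to compound for four days before flow analysis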
WT yeast gro inh mutant strain – second read-out of WT yeast gro inh, no call of its own (marks repeat the call); inhibition, %; mitochondrial fusion phenotypic screen, mutant strain inhibition
b-catenin transl cell count 5 µM – also measured in b-catenin transl; calls as there; cell count; measured here: cell count, cytotoxicity flag
T cell modulator vesicle-bound % – second read-out of T cell modulator, no call of its own (marks repeat the call); double positive events, %; measured here: CD8+ vesicle-bound cell fraction;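 binding gate set so that unloaded-vesicle control wells show 10% double positive cells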
Myeloid diff 2 GFP+ MAC1+ % – second read-out of Myeloid diff 2, no call of its own (marks repeat the call); GFP+ MAC1+ double positive, %; measured here: differentiation confirmed by MAC1 staining
* = called active by the depositor; i = inactive; · = not tested or not shown.

| Compound | WT yeast gro inh | T cell modulator | Large T inhibition | b-catenin transl cell count 5 µM | Myeloid diff 2 GFP+ MAC1+ % | b-catenin transl | WT yeast gro inh mutant strain | T cell modulator vesicle-bound % | West Nile virus CPE | RSV antiviral HEp-2 | MgcRacGAP inhibition | PhoP inhibition | Myeloid diff 2 |
| --- | --- | --- | --- | --- | --- | --- | --- | --- | --- | --- | --- | --- | --- |
| Cc1ccc(Cl)c(OCC(=O)Nc2cc(S(=O)(=O)N3CCOCC3)ccc2N2CCCC2)c1 | · | i | -0.1% | · | 2.6 | · | · | 54.0 | 0.3% | 5.2% | 8.9% | 1.0% | i |
| O=C(CSc1nnc(N2CCCC2)n1-c1ccccc1Cl)N1CCN(c2ccccn2)CC1 | · | i | · | · | 1.2 | · | · | 21.8 | · | 0.3% | 4.7% | · | i |
| COc1ccc(CCNC(=O)CSc2nnc(-c3ccc(F)cc3)c3ccccc23)cc1OC | 2.8 | i | 8.2% | 1018 | 0.3 | 0.2 | -0.6 | 27.3 | -1.4% | 12.4% | 10.4% | -1.5% | i |
| CCN1CCN(CC(=O)N2CCCC(C(=O)c3ccc(Oc4ccccc4)cc3)C2)CC1 (stereo unspecified) | 0.0 | i | 25.3% | 1025 | 0.7 | -0.4 | 8.8 | 17.1 | -1.0% | -0.7% | 12.6% | -1.7% | i |
| Cc1cc(NC(=O)C2C3C(=O)N(Cc4ccc(Cl)cc4)C(C(=O)NC(C)(C)C)C34C=CC2(C)O4)no1 (stereo unspecified) | 18.6 | i | 20.7% | 1372 | 0.7 | 1.2 | -7.1 | 41.7 | · | 0.9% | 8.7% | 2.4% | i |
| FC(F)(F)c1cc(-c2ccccc2)nc(NC2CCCC2)n1 | 86.0* | i | 8.4% | · | 0.4 | · | 50.3* | 26.2 | -0.6% | 4.6% | 4.6% | 2.3% | i |
| COc1ccc([C@H]2CC(=O)C=C(/C=C/c3ccc(C(F)(F)F)cc3)C2)cc1 | · | i | · | · | 1.7 | · | · | 58.6 | · | -1.0% | 8.4% | · | i |
| CC1CC(=O)NN=C1c1ccc(N)c([N+](=O)[O-])c1 (stereo unspecified) | -5.7 | i | 6.8% | 999 | 0.2 | -3.6 | 9.1 | 39.9 | -0.2% | 2.5% | 3.7% | 21.6% | i |
| Cc1ccc(CCNC(=O)C2CCC(=O)N2C(C)C)cc1 (stereo unspecified) | 0.8 | i | 5.9% | · | 6.9 | · | 44.7 | 50.0 | 0.0% | -0.4% | 3.6% | -10.1% | i |
| COc1ccc(Nc2ncnc3c2c(C)c(C)n3CCCN(C)C)cc1 | · | i | 20.4% | · | 0.4 | · | · | 30.2 | -0.3% | -0.2% | 13.7% | -7.2% | i |
| CC(C)(C)c1ccc(S(=O)(=O)NCC2CCCO2)cc1 (stereo unspecified) | · | i | 9.2% | · | 0.2 | · | · | 54.1 | -1.0% | -0.7% | 5.7% | 1.6% | i |
| COc1cccc(CC(CC(=O)O)C(=O)Nc2cc(C)ccc2C)c1 (stereo unspecified) | · | i | 5.4% | · | 0.2 | · | · | 14.1 | 0.5% | 1.7% | -3.7% | 6.8% | i |
| Cc1cc(S(=O)(=O)Nc2cccnc2)c(Cl)cc1Cl | · | i | 4.0% | · | 0.8 | · | · | 42.0 | 1.2% | -0.5% | 3.4% | -1.9% | i |
| Cc1cccc(Oc2ccc(Cl)cc2N)c1 | 16.0 | i | -4.4% | 1060 | 0.3 | 0.6 | 1.6 | 46.9 | 0.2% | 1.4% | 13.1% | 9.0% | i |
| NC(=O)c1ccccc1NC(=O)CSc1nc2ccccc2c(=O)[nH]1 | · | i | 11.7% | · | 2.3 | · | · | 72.1 | 0.7% | 15.1% | 7.6% | 1.4% | i |
| CC(C)(C)c1ccc(-c2nn(CCC#N)cc2/C=N/O)cc1 | -2.3 | i | -0.3% | 1068 | 0.2 | -1.6 | -12.9 | 27.1 | -0.2% | 0.4% | 5.9% | -5.3% | i |
| CC(=O)Nc1ccc(CN2CCC(CO)(CCOc3ccccc3)CC2)cc1 | -15.2 | i | 7.4% | 1031 | 0.1 | -4.7 | -3.9 | 2.8 | 0.2% | -2.3% | -8.0% | -4.0% | i |
| Cc1ccc(CS(=O)Cc2ccc(C(=O)NCc3ccccc3Cl)o2)cc1 (stereo unspecified) | · | i | 10.9% | · | 2.5 | · | · | 26.7 | -0.4% | 8.0% | 10.6% | -6.1% | i |
| OCCC1CN(Cc2nc3ccc(F)cc3[nH]2)CCN1C1CCCC1 (stereo unspecified) | · | i | 13.8% | 1266 | 0.4 | 0.5 | · | 32.7 | -0.5% | 0.4% | 11.6% | -2.4% | i |
| Cc1cccc2nc(CSc3ccc(Cl)cc3)cn12 | 73.2* | i | 13.6% | 1463 | 0.5 | 1.1 | 61.2* | 31.2 | -0.9% | 3.1% | 0.5% | 5.6% | i |
| COc1ccc(OC)c(NC2=C(Cl)C(=O)N(Cc3ccccc3)C2=O)c1 | -7.5 | i | 23.0% | 1562 | 0.4 | 0.1 | 5.7 | 66.3 | -0.2% | 1.4% | 8.9% | -1.7% | i |
| COc1ccc(-c2nnc3ccc(SCC(N)=O)nn23)cc1OC | -1.1 | i | 2.1% | · | 7.8 | · | 1.5 | 19.7 | · | 0.7% | 11.8% | -3.9% | i |
| CC(C)(C)N1CC(C(=O)Nc2ccc(S(=O)(=O)N3CCCCC3)cc2)CC1=O (stereo unspecified) | · | i | 3.6% | · | 1.0 | · | · | 48.1 | · | 0.8% | 4.6% | 6.3% | i |
| CC(C)(C)c1ccc(S(=O)(=O)NCc2ccccn2)cc1 | · | i | 15.4% | · | 0.4 | · | · | 46.5 | -0.8% | 1.5% | 5.2% | -5.3% | i |
| O=C(O)c1cccc(Cl)n1 | · | i | 8.6% | 1231 | 0.1 | 1.0 | · | 56.1 | -0.1% | 0.0% | 6.1% | -2.1% | i |

| Compound | WT yeast gro inh | T cell modulator | Large T inhibition | b-catenin transl cell count 5 µM | Myeloid diff 2 GFP+ MAC1+ % | b-catenin transl | WT yeast gro inh mutant strain | T cell modulator vesicle-bound % | West Nile virus CPE | RSV antiviral HEp-2 | MgcRacGAP inhibition | PhoP inhibition | Myeloid diff 2 |
| --- | --- | --- | --- | --- | --- | --- | --- | --- | --- | --- | --- | --- | --- |
| CCN1C(=O)OC2(CCCCC2)C1(C)O (stereo unspecified) | -2.1 | i | -1.3% | 1033 | · | 0.4 | -28.8 | 22.1 | 0.1% | 6.8% | · | 11.6% | · |
| CCC(=O)Nc1ccc(S(=O)(=O)N2CCOCC2)cc1 | 2.6 | i | 0.6% | 1146 | 6.4 | -12.8 | 11.0 | 29.8 | 1.3% | -0.2% | 6.8% | -7.8% | i |
| COc1ccc(OCC(=O)Nc2c(Cl)ccc3nsnc23)cc1 | · | i | 25.9% | · | 0.6 | · | · | 14.6 | -0.9% | 1.2% | 8.5% | -7.4% | i |
| CCc1ccc(OCCCC(=O)O)c(Br)c1 | -30.9 | i | 9.7% | 1234 | 3.1 | -2.6 | -11.4 | 15.7 | -0.3% | 0.6% | 10.3% | -2.0% | i |
| Cc1[nH]n2c(=O)c(C#N)c(-c3ccccc3)nc2c1-c1ccccc1 | 19.6 | i | 3.6% | 1398 | 1.7 | -2.1 | 21.9 | 45.1 | 0.7% | 2.8% | 8.3% | 19.0% | i |
| CC(C)(C)OC(=O)NCCCCCNC(=O)c1[nH]cnc1C(=O)Nc1ccc(Cl)cc1 | · | i | · | · | 1.1 | · | · | 41.6 | · | -1.9% | 7.8% | · | i |
| COc1nc(NCc2ccco2)nc(N2CCC(C)CC2)n1 | 22.2 | i | 2.5% | 807 | 0.2 | -7.2 | 14.3 | 5.5 | 0.0% | 4.6% | 1.2% | -7.1% | i |
| O=C(N/N=C/c1ccccc1O)c1cc(=O)[nH]c2ccccc12 | 4.9 | i | 14.6% | 517 | · | -3.6 | 3.3 | 27.9 | -0.6% | 0.5% | · | -5.9% | · |
| COc1ccc(-n2nc(C)c3onc(C)c3c2=O)cc1 | · | i | 7.8% | 1097 | 0.4 | -1.1 | · | 58.1 | -0.2% | 2.7% | · | -11.6% | i |
| O=C(NCCOc1ccc(F)cc1)c1ccccc1SCc1ccccc1 | 42.7 | i | 10.6% | 949 | 0.2 | 0.5 | 25.8 | 47.2 | -1.3% | 9.6% | 5.4% | -6.6% | i |
| CCc1cccc(NC(=O)C2CCCN(c3cnccn3)C2)c1 (stereo unspecified) | · | i | 8.1% | · | 1.0 | · | · | 3.0 | -0.7% | 0.6% | 5.8% | -5.0% | i |
| CCOc1ccc(C(=O)NCC(=O)OCC(=O)N2CCCC2)cc1 | -11.8 | i | 17.4% | 1026 | 1.0 | 1.5 | -3.6 | 29.5 | 0.3% | 1.5% | -10.8% | -1.6% | i |
| OCCN1CCN(CC(O)C(F)(F)F)CC1 (stereo unspecified) | 0.7 | i | 0.3% | 1088 | 0.6 | -4.2 | 2.4 | 5.0 | 0.8% | 2.9% | 1.1% | -11.2% | i |
| CCN(CC)c1ccc(/C=N/N2CCN(Cc3ccc(Cl)cc3)CC2)c(O)c1 | · | i | 9.3% | 1196 | 0.2 | -5.9 | · | 40.7 | -0.5% | 8.1% | 9.1% | 2.8% | i |
| COc1ccc(S(=O)(=O)N2CCCCC2)cc1NC(=O)c1ccc(=O)[nH]c1 | -14.3 | i | 2.2% | 1158 | 0.6 | -0.7 | -1.8 | 17.8 | 0.7% | -1.7% | 4.4% | 6.3% | i |
| O=C(COc1ccccc1)NC1CCCN(Cc2ccccc2F)C1 (stereo unspecified) | · | i | 11.7% | · | 0.5 | · | · | 20.9 | -0.1% | -1.7% | 7.3% | 1.2% | i |
| COc1ccc(CNC(=O)C(c2ccco2)N(Cc2cccs2)C(=O)Cc2cccs2)cc1 (stereo unspecified) | 8.1 | i | 6.7% | · | 0.7 | · | 10.8 | 59.9 | 0.0% | 1.1% | 13.0% | -2.8% | i |
| COC(=O)c1c(NC(C)=O)sc(C(=O)Nc2ccccc2C)c1C | -3.9 | i | 10.9% | 1511 | 0.7 | 0.0 | 2.4 | 68.0 | -1.0% | 0.2% | 1.8% | -4.3% | i |
| O=C(CN1CCN(S(=O)(=O)N2CCCCC2)CC1)Nc1cc(Cl)cc(Cl)c1 | · | i | 7.3% | · | 1.0 | · | · | 5.5 | -0.3% | 5.8% | 4.7% | 6.3% | i |
| CCOC(=O)c1sc(=NC(=O)/C=C/c2ccccc2)n(C)c1C | -5.3 | i | -0.6% | 1081 | 0.3 | -1.6 | 2.0 | 57.8 | 0.3% | 0.2% | 6.2% | -5.5% | i |

Screening results (PubChem)
